# Source: PubChem
# INS-1E GSIS act: GLuc luminescence reporter in INS-1E cells, primary screen for activators of glucose-dependent secretion of insulin | 370,000 compounds, 0.61% hits | activation, % at 16.6 µM | INS-1E GLuc reporter insulin secretion, 2-3 h;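 active means lowest replicate activation of at least 40%, so every replicate reaches that level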;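 further: 0% = median of neutral control wells and 100% = median of IBMX positive control wells; some compounds called inactive have numbers as strong as hits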
# DENV2 CPE: inhibitors of DENV2 cytopathic effect, primary screen, cell-based, plate reader, single concentration | DENV2-infected cells, cytopathic effect rescue | CPE inhibition, % at 9.99 µM | 350,000 compounds, 1.7% hits | AID 651640, 2012; in the data active means CPE inhibition above about 20%, passing the limit was not always enough; inconclusive means no clear call, values can overlap the other calls; tested in BHK-21 cells;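 further: 0% = median of neutral control wells and 100% = median of positive control wells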
# EWS-Fli block: EWS/Fli-driven NR0B1 reporter inhibitors, primary screen, A673 cells, NR0B1 luciferase, luminescence, MLPCN library; 350,000 compounds, 0.67% hits; viability-normalised; inhibition, % at 12.6 µM;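 active means mean inhibition of at least 50% after viability correction, with every replicate also passing that limit; inconclusive means mean reaches 50% but only one of two replicates passes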;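 further: firefly luciferase signal divided by Alamar Blue viability fluorescence both relative to DMSO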
# FN deposition inh: inhibitors of fibronectin matrix deposition, primary screen, AH1F cells, Alexa488-fibronectin fluorescence, plate reader. AH1F fibroblasts, overnight. inhibition, % at 12.6 µM. 350,000 compounds, 0.086% hits;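 active means mean inhibition across replicates of 30% or more, regardless of how many single replicates reach that level; inconclusive means mean under 30% yet at least half of replicates reach 30%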;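 further: positive control wells lacked labelled fibronectin entirely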
#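 Material: AH1F fibroblast monolayer depositing Alexa488-labelled fibronectin into matrix / Amount: 10000 AH1F cells per well / Signal: fluorescence 485/525 nm / Medium: DMEM, 2% serum / Compound: single dose, pinned / Incubation: 1 h cell adhesion before compound, then overnight fibronectin incubation / Reagent: Alexa488-FN, 24 nM final / Read-out: inhibition of fibronectin deposition signal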
# PAX8 reporter: inhibitors of PAX8-driven TPO luciferase reporter, primary screen, RMG-I cells, single concentration; SteadyGlo, 24 h; inhibition, % at 12.6 µM; 360,000 compounds, 1.2% hits; AID 652154, 2013;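 active means mean replicate inhibition at least 60% with every replicate also reaching 60%; inconclusive means only one of the two criteria is met; inactive means mean below 60% and not all replicates reaching 60%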;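 further: luciferase light reporting Pax8 driven TPO promoter activity; plate controls were median of neutral control wells for no effect and mitoxantrone controls for full effect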
# miR122 inh: miR-122 Renilla sensor signal increase in Huh7, primary screen, miR-122 inhibitor project, cell-based, single point, plate reader. activation (reporter increase), % at 12.5 µM. 340,000 compounds, 0.3% hits. Huh7 miR-122 Renilla luciferase sensor, 48 h; neutral wells = 0, positive control = 100;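 active means mean replicate activation score at least 90 and every replicate individually at or above 90; inconclusive means only one of the two criteria met; inactive means neither criterion met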;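 further: higher luciferase means less miR-122 activity so hits act as miR-122 inhibitors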
# CFTR F508del cor: F508del CFTR correction, initial screen, CFBE line, single point | activity (quench increase), % at 7.58 µM | CFBE cells, YFP halide quenching; stimulated with forskolin plus potentiator P3; % fluorescence drop versus neutral controls | 350,000 compounds, 0.36% hits;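 active means mean added fluorescence quench of at least 8% versus neutral control, with both replicates also reaching 8%; inconclusive means only one of the mean or replicate conditions met; inactive means mean below 8% and not both replicates reaching 8%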;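 further: cells transiently co-express mutant CFTR-F508del with the halide-sensitive YFP; corrector assay measuring rescue of mutant channel to the surface after 24 h compound exposure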
# * marks the source's active call; other numbers are inactive results; u = inconclusive; x = not tested or not shown; & = joins results of further samples; ! = a repeat was not active; [ ] = remark or other dose.
SMILES,INS-1E GSIS act,DENV2 CPE,EWS-Fli block,FN deposition inh,PAX8 reporter,miR122 inh,CFTR F508del cor
CN(C)C(=O)C[C@@H]1C[C@H]2c3cc(NC(=O)NC4CCCCC4)ccc3O[C@H]2[C@@H](CO)O1,8,-5,-7,-12,-14,-3[16.7 µM],-0.5
CCOC(=O)C1CCN(C/C=C/c2ccccc2)CC1,4,-7,7,0,0,x,0.0
Nc1ccc(/C=C/C(=O)c2ccco2)cc1,12,-1,-64,1,-93,x,x
CC1(C(=O)NCc2cccs2)Cc2c(-c3ccc(C(N)=O)cc3)ccnc2O1 (stereo not drawn),9,-5,29,2,9,4,1.4
C[C@@H]1CN([C@H](C)CO)C(=O)c2cc(NC(=O)Cc3ccccc3)ccc2O[C@@H](C)CCCCO[C@@H]1CN(C)Cc1ccc(C(=O)O)cc1,23,-13,7,x,-7,6[16.7 µM],-0.6
O=Cc1sc(=O)n(Cc2cccc(C(=O)O)c2)c1Cl,6,7,0,4,11,-1,1.2
Cc1cc(C)c(NC(=O)c2ccc3c(c2)CCN3S(C)(=O)=O)c(C)c1,1,-4,-6,-5,-6,-2,-1.3
Cn1c(=O)oc2cc(S(=O)(=O)NCCC(=O)NC3CCCc4ccccc43)ccc21 (stereo not drawn),x,-5,12,x,x,-2,1.9
CCc1ccc(N(CC)C(=O)c2cn(C)c(=O)c3ccccc23)cc1,6,-8,-5,6,-15,x,1.5
CN(C)/C=C(\C#N)C(=O)c1cccnc1Oc1cccc(F)c1,8,x,x,2,x,-6,x
CC(=O)N1CC(C)Sc2ccc(S(=O)(=O)N3CCCCC3)cc21 (stereo not drawn),-5,13,x,1,4,1,0.6
O=C(O)C[C@H]1c2cc(F)ccc2S(=O)(=O)N1C1CCN(Cc2ccccc2)CC1,-4,u,0,15,7,-6,-1.1
COc1ccc(OC)c(C2NC(=O)NC(C)=C2C(=O)OC2CCCCC2)c1 (stereo not drawn),0,-5,15,-4,20,-7,2.4
CC1CCN(S(=O)(=O)c2ccc(C(=O)N3CCCC3C(=O)O)cc2)CC1 (stereo not drawn),x,-1,1,-7,-2,0,-0.3
CC(C)Oc1cccc(-c2cc(C(=O)NN3CCOCC3)c3ccccc3n2)c1,-11,2,-4,-2,10,-1,1.9
Cc1[nH]nc(SCC(=O)NCc2ccc(Cl)cc2)c1[N+](=O)[O-],-7,x,x,8,1,x,x
CCCNC(=O)C[C@@H]1CC[C@@H]2[C@H](COc3ccc(NC(=O)c4cccs4)cc3C(=O)N2C)O1,5,-6,-6,-3,-14,26[16.7 µM],0.8
CC(N=Cc1nc(-c2ccccc2)oc1O)c1ccccc1 (stereo not drawn),x,x,x,4,-79,-1,x
O=C(C[C@H]1C[C@H]2c3cc(NC(=O)Cc4ccncc4)ccc3O[C@H]2[C@H](CO)O1)NCc1cc(F)ccc1F,-4,-2,24,x,6,27[16.7 µM],0.4
COc1ccc(C(=O)Nc2ccc3c(c2)C(=O)N(C)C[C@@H](OC)[C@@H](C)CN(C(C)=O)[C@@H](C)CO3)cc1,-2,1,-1,-13,x,-17[16.7 µM],-2.3
Cc1nc2ccccc2c(=O)n1NC(=O)c1ccccc1[N+](=O)[O-],10,-6,5,4,-131,x,1.9
COc1cc(-c2cc(-c3ccc(O)cc3)nc(N)c2C#N)ccc1O,5,8,43,9,30,x,1.6
CCc1ccc(CNC(=O)C2CCCN(S(=O)(=O)N3CC(C)CC(C)C3)C2)cc1 (stereo not drawn),-7,-2,x,15,14,x,-1.4
O=C(N/C(=C/c1ccco1)C(=O)N1CCCCC1)c1cccs1,13,x,x,4,x,-2,x
Cc1noc(C)c1NC(=O)Nc1ccc2c(c1)C(=O)N([C@@H](C)CO)C[C@@H](C)[C@@H](CN(C)C(=O)NC(C)C)OCCCC[C@@H](C)O2,13,-3,-10,-7,4,6[16.7 µM],-1.1
COc1ccc(CNC(=O)c2cnn3c(C(F)F)cc(C)nc23)cc1OC,26,-7,2,-2,9,-5,5.1
CCS(=O)(=O)Nc1ccc2c(c1)C(=O)N(C)[C@@H]1CC[C@H](CC(=O)N[C@@H]3CCN(Cc4ccccc4)C3)O[C@@H]1CO2,-1,x,1,-3,-1,x,x
COc1ccc2[nH]c3c(c2c1)CCN1C(=O)C(CC(=O)NCCN2CCOCC2)C[C@H](C(=O)N2CCOCC2)[C@@]31CCC1CCCC1 (stereo partly drawn),1,-3,-9,-15,15,-9,-1.7
CO[C@H]1CN(C)C(=O)c2ccc(NS(=O)(=O)c3cccc(Cl)c3)cc2OC[C@H](C)NC[C@@H]1C,0,u,-1,-4,x,x,1.0
COc1ccc2c3c([nH]c2c1)[C@H](CO)N(Cc1ccccn1)CC31CCN(C(C)=O)CC1,-11,7,2,-39,x,x,2.1
C/C(CCC1CC(C)OC1=O)=N\NC(N)=O (stereo not drawn),1,11,-3,-4,4,-1,3.0
O=C(Nc1ccc(F)cc1)N1C[C@@H]2N[C@H](C1)C2c1ccc(-c2ccccc2F)cc1 (stereo partly drawn),-9&0,6&15,-4&-13,3&0,108*!,x,-6.6&-11
C[C@H](CO)N1C[C@H](C)[C@@H](CN(C)Cc2ccncc2)Oc2ccc(NS(=O)(=O)c3ccc(F)cc3)cc2CC1=O,-10,5,-7,1,15,4[16.7 µM],3.6
Cc1cc(OC(=O)c2ccc(S(=O)(=O)N3CCCC3)cc2)c([N+](=O)[O-])c(=O)[nH]1,7,8,0,4,0,x,4.3
COc1ccc(S(=O)(=O)Nc2ccc3c(c2)C(=O)N([C@@H](C)CO)C[C@H](C)[C@@H](CN(C)C(=O)NC(C)C)OCCCC[C@H](C)O3)cc1,1,-8,-14,x,-22,15[16.7 µM],-3.4
COc1cccc(N2CCN(C(=O)c3cccn4c(=O)c5c(C)c(C)sc5nc34)CC2)c1,4,11,8,7,0,-1,-0.7
Cc1noc(C)c1S(=O)(=O)Nc1ccc2c(c1)C(=O)N([C@@H](C)CO)C[C@@H](C)[C@@H](CN(C)C(=O)CCC(F)(F)F)OCCCC[C@H](C)O2,1,16,-5,x,22,7[16.7 µM],0.4
COc1cccc(C(=O)CC(=O)C(=O)Nc2ccc([N+](=O)[O-])cc2C)c1,1,-7,16,-8,2,x,0.4
O=C(CN=C1NC(=O)C(c2ccccc2)(c2ccccc2)N1)NCc1ccc(F)cc1,x,-17,3,-1,29,x,2.2
CN1CCN(c2ccc(CNC(=O)C3Cc4c(-c5ccccc5Oc5ccccc5)ccnc4O3)cc2)CC1 (stereo not drawn),-7,6,16,-3,9,-7,-0.3
Cc1ccccc1-c1n[nH]c(=S)n1/N=C/c1c(C)nn(-c2ccccc2)c1C,91*,x,x,3,-12,-3,x
CCCC(C)C(=O)Nc1ccc(C(N)=O)cc1 (stereo not drawn),x,x,x,7,-7,0,x
COCCNC(=S)Nc1ccc(N2CCOCC2)c(S(=O)(=O)Nc2ccccc2OC)c1,4,6,1,-5,-18,87,0.3
COCCN(CC(=O)Nc1cccc(C)c1C)C(=O)Cn1cnc2ccccc2c1=O,-7,8,3,-2,8,-6,-1.2
CN1C(=O)/C(=C/c2ccccc2OCc2ccc(F)cc2)N(C)C1=S,x,-4,7,3,13,13,-0.5
COc1cc(CNC(=O)Nc2cccn3nc(COCCO)nc23)cc(OC)c1OC,x,-5,-12,-2,x,-3,-1.2
COc1cccc(C(=O)NCC(c2ccco2)N2CCOCC2)c1 (stereo not drawn),-2,-5,4,x,-15,1,-0.6
COc1ccc(Cc2nc(-c3ccc(-n4cccc4)cc3)no2)cc1OC,56*,6,11,1,13,-1,3.9
CNC(=O)CN(Cc1ccccc1)S(=O)(=O)c1ccc(Cl)cc1,x,-4,-1,-2,13,-2,-0.2
O=C(O)c1cc2cc(F)ccc2[nH]1,x,2,3,5,13,4,-2.8
CC(=O)c1sc(N/N=C/c2ccc(C(C)C)cc2)nc1C,6,-3,-81,x,-138,x,-0.7
COc1ccc2c3c(n(C)c2c1)[C@H](CO)N(S(C)(=O)=O)CC31CN(C(=O)C2CCCC2)C1,2,9,-4,x,4,x,1.2
Cc1cccc(C(=O)OCC(=O)N(CC(C)C)c2c(N)n(Cc3ccccc3)c(=O)[nH]c2=O)c1O,-3,3,2,8,4,-7,0.3
CCOc1ccc(N(C(=O)c2snc(C(N)=O)c2N)C(C(=O)NC2CCCC2)C(C)C)cc1 (stereo not drawn),-8,4,6,0,21,-3,-0.6
CCC(=O)N1C[C@@H](C)[C@H](OC)CN(C)C(=O)c2ccc(NC(=O)Nc3cccc(F)c3)cc2OC[C@H]1C,-11,-2,-1,7,x,8[16.7 µM],1.6
CCOC(=O)c1ccc(Nc2nc(N3CCOCC3)nc(N3CCOCC3)n2)cc1,8,-1,-6,-7,1,4,6.9
CCOC(=O)N1CCC(Nc2c(NCCCN3CCN(c4ccc(OC)cc4)CC3)c(=O)c2=O)CC1,-3,0,5,10,0,-4,0.4
CCOc1ccc(S(=O)(=O)N/N=C(\C)C2CCCCC2)cc1,-27,18,7,0,-19,x,x
C[C@@H]1CN([C@H](C)CO)C(=O)c2cc(-c3ccc(F)cc3)cnc2O[C@H]1CN(C)C(=O)C1CCC1,2,-7,-1,-7,x,1[16.7 µM],0.4
CCC(CC)C(=O)N1CCN(Cc2nc3ccccc3c(=O)[nH]2)CC1,1,2,-10,-16,5,-5,1.5

# Fetched one by one from the entries so far, 3 records:
SMILES,INS-1E GSIS act,DENV2 CPE,EWS-Fli block,FN deposition inh,PAX8 reporter,miR122 inh,CFTR F508del cor
COc1ccc(Cc2nc(-c3ccc(-n4cccc4)cc3)no2)cc1OC,56*,6,11,1,13,-1,3.9
CCC(=O)N1C[C@@H](C)[C@H](OC)CN(C)C(=O)c2ccc(NC(=O)Nc3cccc(F)c3)cc2OC[C@H]1C,-11,-2,-1,7,x,8[16.7 µM],1.6
COc1cc(CNC(=O)Nc2cccn3nc(COCCO)nc23)cc(OC)c1OC,x,-5,-12,-2,x,-3,-1.2

# The listing continues:
SMILES,INS-1E GSIS act,DENV2 CPE,EWS-Fli block,FN deposition inh,PAX8 reporter,miR122 inh,CFTR F508del cor
O=C(CC(F)(F)F)N1C[C@@H]2[C@H](c3ccccc31)[C@H](CO)N2C(=O)Cc1ccccc1,-2,9,5,x,-1,-24[16.7 µM],-2.3
CC(C)CC#Cc1cnc2c(c1)C(=O)N([C@@H](C)CO)C[C@@H](C)[C@H](CN(C)C(=O)Cc1ccccc1)O2,-19,2,7,-1,3,-7[16.7 µM],2.3
COc1ccc(NC(=O)N(C)C[C@@H]2Oc3ccc(NS(=O)(=O)c4cn(C)cn4)cc3C(=O)N([C@@H](C)CO)C[C@@H]2C)cc1,36,-4,-5,x,x,5[16.7 µM],0.7
Cn1c(=O)c([N+](=O)[O-])c(NC2CCS(=O)(=O)C2)c2ccccc21 (stereo not drawn),x,4,-9,0,11,x,2.6
COc1ccccc1NC(=O)N1C[C@@H](O)COC[C@@H]2O[C@@H](CC(=O)NCCc3ccncc3)CC[C@H]21,2,-4,-8,9,-5,-1[16.7 µM],-0.2
Cn1c(CNC(=O)c2ccccc2F)nnc1SCCOc1ccccc1,-6,-3,-3,x,7,x,3.2
CC(C)(CNc1ccc([N+](=O)[O-])cc1C#N)N1CCOCC1,-5,0,5,1,1,0,1.1
COc1cccc(CC2(CO)CCCN(CC3=Cc4cc(Cl)ccc4OC3)C2)c1 (stereo not drawn),3,3,7,-6,13,1,1.3
COc1ccccc1N(C)S(=O)(=O)c1ccc(C(=O)NC2=NCCS2)cc1,x,x,x,-3,21,1,x
